Wnt bcat act – Wnt/beta-catenin pathway activators, primary screen, cell-based, plate reader, single point | activation, % at 9.35 µM | AID 743398, 2014 | Wnt/beta-catenin reporter cell assay, activator | actives 1.2% (n = 300,000); in the data active means activation above about 30%, passing the limit was not always enough;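 further: 0% = neutral control wells and 100% = positive control wells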
PvdQ acylase – P. aeruginosa PvdQ acylase inhibitors, primary screen, biochemical, fluorescence, plate reader and imaging, single point; PvdQ acylase [Pseudomonas aeruginosa LESB58]; purified PvdQ acylase; inhibition, % at 10 µM; actives 0.063% (n = 340,000); in the data active means inhibition above about 30%, passing the limit was not always enough;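 further: 0% = vehicle neutral wells and 100% = reference inhibitor wells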
CDK5 p35 inh – inhibitors of human CDK5/p35 kinase, primary screen, biochemical, single concentration; inhibition, % at 10 µM; Recombinant CDK5/p35, ADP-Glo luminescence, 60 min; AID 488839, 2010; actives 0.01% (n = 330,000); Cyclin-dependent kinase 5 (Homo sapiens) + Cyclin-dependent kinase 5 activator 1 (Homo …;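 active means highest replicate inhibition of at least 50% and at least 75% of replicates reaching 50%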;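 further: plate controls were DMSO neutral control for no effect and GW8510 at 10 µM for full effect; many of its hits are not listed in these tables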
Target sequence (Q00535 whole entry, looked up): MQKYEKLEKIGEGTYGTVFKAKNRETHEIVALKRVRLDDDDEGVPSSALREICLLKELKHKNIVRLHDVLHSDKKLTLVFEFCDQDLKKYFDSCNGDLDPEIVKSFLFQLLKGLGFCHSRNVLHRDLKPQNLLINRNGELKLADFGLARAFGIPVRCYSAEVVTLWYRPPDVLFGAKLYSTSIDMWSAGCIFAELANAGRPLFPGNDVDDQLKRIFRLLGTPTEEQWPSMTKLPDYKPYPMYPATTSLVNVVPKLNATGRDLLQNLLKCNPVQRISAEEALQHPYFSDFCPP
Target sequence (Q15078 whole entry, looked up): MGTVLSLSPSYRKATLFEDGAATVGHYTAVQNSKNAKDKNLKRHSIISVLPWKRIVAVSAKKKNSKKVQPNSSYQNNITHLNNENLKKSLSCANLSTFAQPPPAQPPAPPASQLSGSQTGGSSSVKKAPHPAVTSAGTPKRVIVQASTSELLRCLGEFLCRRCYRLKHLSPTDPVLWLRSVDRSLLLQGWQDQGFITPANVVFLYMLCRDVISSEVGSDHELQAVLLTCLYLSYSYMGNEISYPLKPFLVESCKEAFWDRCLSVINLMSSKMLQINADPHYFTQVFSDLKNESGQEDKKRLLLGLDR
HTR5A ag ctr – HTR5A agonists in luminescence cell assay, primary screen, counter-screen for OPRM1-OPRD1 heterodimer agonist project, full-deck HTS; cell-based; 5-hydroxytryptamine receptor 5A (Homo sapiens), P47898; activation, % at 9.3 µM; actives 0.61% (n = 340,000); in the data active means activation mostly above about 9.5%, no sharp cut-off; inactive means mostly below about 7.6%;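 further: 0% = cells with vehicle only and 100% = reference agonist; strong numbers were not always called active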
Target sequence (P47898 whole entry, looked up): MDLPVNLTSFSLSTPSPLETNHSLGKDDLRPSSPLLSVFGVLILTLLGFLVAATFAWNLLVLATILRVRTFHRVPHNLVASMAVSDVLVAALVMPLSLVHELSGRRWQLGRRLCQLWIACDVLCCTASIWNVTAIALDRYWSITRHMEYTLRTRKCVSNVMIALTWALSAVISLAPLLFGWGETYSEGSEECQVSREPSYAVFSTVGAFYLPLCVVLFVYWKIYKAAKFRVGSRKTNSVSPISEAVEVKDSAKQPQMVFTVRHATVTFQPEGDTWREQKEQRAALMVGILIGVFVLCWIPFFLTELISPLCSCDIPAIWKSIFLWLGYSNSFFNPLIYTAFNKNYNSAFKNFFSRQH
V-ATPase pH – regulators of yeast V-ATPase proton pumping, primary screen, pHLuorin cytosolic pH fluorescence. S. cerevisiae. response, % at 10 µM. actives 0.37% (n = 350,000). AID 504577, 2011; in the data active means response mostly above about 7.3%, no sharp cut-off; inactive means mostly below about 5.4%; further: actives read high; inactives centre near 0; some compounds called inactive have numbers as strong as hits; reference of the scale not given here
HTR5A inv ag – HTR5A inverse agonists in luminescence cell assay, primary screen, counter-screen for OPRM1-OPRD1 heterodimer inverse agonist project, full-deck HTS | 5-hydroxytryptamine receptor 5A (Homo sapiens), P47898 | HTR5A cell line, inverse agonism | inhibition, % at 9.3 µM | actives 0.083% (n = 340,000) | AID 504634, 2011; in the data active means inhibition mostly above about 23%, no sharp cut-off; inactive means mostly below about 18%;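 further: 0% = cells with DMSO and 100% = no-cell wells with DMSO; some compounds called inactive have numbers as strong as hits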
SR-BI HDL uptake – inhibitors of SR-BI mediated HDL lipid uptake, primary screen, ldlA[mSR-BI] cells, fluorescence, single point; ldlA[mSR-BI] CHO cells, DiI-HDL uptake fluorescence, 3 h; inhibition, % at 12.5 µM; actives 0.96% (n = 320,000); AID 488896, 2010;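 active means mean replicate inhibition of at least 70% and a set share of replicates each scoring 70 or more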;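 further: 0% = median of neutral control wells and 100% = median of positive control wells; values of inactives mirror those of a sister screen read the other way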
MITF act – activators of MITF-driven TRPM1 promoter reporter, primary screen, cell-based, SK-MEL-5, luciferase, single point; SK-MEL-5 TRPM1-promoter luciferase, 24 h; % of positive control, neutral wells = 0; actives 0.75% (n = 300,000); activation, % at 12.5 µM;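 active means mean activation of at least 80% with every replicate also reaching 80%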;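 further: 0% = neutral control wells and 100% = parthenolide positive control wells; values of inactives mirror those of a sister screen read the other way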
NSD2 HMT inh – NSD2 histone methyltransferase inhibitors, primary screen, biochemical, AlphaScreen, single concentration, set 2; Histone-lysine N-methyltransferase NSD2 (Homo sapiens), O96028; NSD2 peptide methylation, 120 min; inhibition, % at 12.5 µM; actives 0.54% (n = 310,000); in the data active means inhibition above about 50%
dFosB act – activators of delta FosB homodimer, primary screen, biochemical, fluorescence polarization, TAMRA-CDK5 oligo, single point; activation, % at 25 µM; purified delta FosB; percent of positive-control signal above neutral wells; actives 0.99% (n = 340,000);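 active means mean activation above about 17%, with every replicate also reaching it, limit read from the data, passing the limit was not always enough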;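 further: fluorescence polarization rise as delta FosB binds a TAMRA Cdk5 AP-1 oligo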
Starred values were filed as active, the others as inactive.

`CCCCCOC(=O)c1ccc(N2C(=O)C3C4C=CC(C4)C3C2=O)cc1` (centres undefined) gave PvdQ acylase -19, CDK5 p35 inh -0.2, HTR5A ag ctr -2, V-ATPase pH 3, HTR5A inv ag 5, SR-BI HDL uptake 0, MITF act 9, NSD2 HMT inh 1 and dFosB act -5.
For CC(=O)N(c1ccccc1)c1c(F)c(F)c(F)c(F)c1F the results were PvdQ acylase 4, CDK5 p35 inh -0.8, HTR5A ag ctr 1, V-ATPase pH 2, HTR5A inv ag -2, SR-BI HDL uptake 24, NSD2 HMT inh 0 and dFosB act -6.
CCn1c2ccccc2c2cc(/C=N/NC(=O)c3ccccc3)ccc21 was read as PvdQ acylase -7, CDK5 p35 inh 1.2, HTR5A ag ctr 0, V-ATPase pH 2, HTR5A inv ag 4, SR-BI HDL uptake 3, MITF act -14, NSD2 HMT inh 1 and dFosB act -2.
Screening O=C(CCn1cccc1)NCc1ccc(Cl)cc1 returned PvdQ acylase -14, CDK5 p35 inh -0.5, HTR5A ag ctr -1, V-ATPase pH -2, HTR5A inv ag -2, SR-BI HDL uptake -3, MITF act 5, NSD2 HMT inh 6 and dFosB act -6.
Screening O=C(O)c1cccc(CN2C(=O)S/C(=C/c3cccc([N+](=O)[O-])c3)C2=O)c1 returned Wnt bcat act -4, PvdQ acylase 1, CDK5 p35 inh 1.2, HTR5A ag ctr 4, V-ATPase pH -5, HTR5A inv ag -11, MITF act -3, NSD2 HMT inh 3 and dFosB act 0.
For CC1CCC(=C(C#N)c2nc(-c3cc4ccccc4oc3=O)cs2)CC1 (centres undefined) the results were PvdQ acylase -7, CDK5 p35 inh 0.0, HTR5A ag ctr 4, V-ATPase pH -1, HTR5A inv ag 12, SR-BI HDL uptake 76*, MITF act 88*, NSD2 HMT inh 16 and dFosB act -7.
`Cc1ccc(N(C(=O)c2csnn2)C(C(=O)NC2CCCC2)c2ccccn2)c(C)c1` (centres undefined) gave Wnt bcat act -2, PvdQ acylase -16, CDK5 p35 inh 0.0, HTR5A ag ctr 0, V-ATPase pH 1, HTR5A inv ag -1, NSD2 HMT inh -1 and dFosB act 0.
Screening CC(C)c1ccc(S(=O)(=O)N2CCC(C(=O)N3CCN(c4cccc(Cl)c4)CC3)CC2)cc1 returned Wnt bcat act -6, PvdQ acylase -12, CDK5 p35 inh -0.6, HTR5A ag ctr -1, V-ATPase pH -4, HTR5A inv ag 8, SR-BI HDL uptake -1, MITF act -1, NSD2 HMT inh -1 and dFosB act -10.
`Cc1cc(C)c[n+](CC(=O)c2ccccc2)c1` gave Wnt bcat act -1, PvdQ acylase 3, CDK5 p35 inh 0.7, HTR5A ag ctr 12, V-ATPase pH -5, HTR5A inv ag 5, SR-BI HDL uptake -8, MITF act -6, NSD2 HMT inh 0 and dFosB act -9.
O=C(CSc1nc2sccc2c(=O)[nH]1)N1CCN(c2ccccc2)CC1 was read as Wnt bcat act 0, PvdQ acylase -6, CDK5 p35 inh -2.2, HTR5A ag ctr 0, V-ATPase pH 0, HTR5A inv ag 29, SR-BI HDL uptake -33, MITF act -1, NSD2 HMT inh -2 and dFosB act -12.
Screening CC1CCc2c(sc3ncnc(SC(C)C(=O)NCC4CCCO4)c23)C1 (centres undefined) returned Wnt bcat act -2, PvdQ acylase -3, CDK5 p35 inh -0.6, HTR5A ag ctr -6, V-ATPase pH 2, HTR5A inv ag 17, SR-BI HDL uptake 56, MITF act 6, NSD2 HMT inh 0 and dFosB act -11.
Screening CCNC(=O)C(=O)Nc1ccc2c(c1)N(S(=O)(=O)c1cccs1)CCC2 returned Wnt bcat act 0, PvdQ acylase -15, CDK5 p35 inh -0.8, HTR5A ag ctr 6, V-ATPase pH -2, HTR5A inv ag -20, SR-BI HDL uptake 5, MITF act -1, NSD2 HMT inh -7 and dFosB act -4.
Screening COc1ccc(NC(=O)C2CCN(S(C)(=O)=O)CC2)cc1 returned Wnt bcat act 0, PvdQ acylase -15, CDK5 p35 inh 0.1, HTR5A ag ctr 0, V-ATPase pH 5, HTR5A inv ag 0, SR-BI HDL uptake -31, MITF act -2, NSD2 HMT inh -3 and dFosB act -1.
Screening CC(C)Oc1cccc(C(=O)Nc2ccc(N3CCN(C)CC3)cc2)c1 returned Wnt bcat act -1, PvdQ acylase -8, CDK5 p35 inh -1.2, HTR5A ag ctr -1, V-ATPase pH 2, HTR5A inv ag 6, SR-BI HDL uptake 8, NSD2 HMT inh 3 and dFosB act -5.
Screening COC1=CC(=O)C=C(OC)C1=O returned Wnt bcat act -2, PvdQ acylase -14, CDK5 p35 inh 0.6, HTR5A ag ctr -2, V-ATPase pH -6, HTR5A inv ag 7, SR-BI HDL uptake 20, MITF act -48 and dFosB act 6.
For Cc1ccc(S(=O)(=O)N(C)c2nc3ccccc3n3c(C(C)C)nnc23)cc1 the results were Wnt bcat act -4, PvdQ acylase -1, CDK5 p35 inh 1.4, HTR5A ag ctr -3, V-ATPase pH -6, HTR5A inv ag 8, SR-BI HDL uptake 20, MITF act -11, NSD2 HMT inh 4 and dFosB act -15.
`Cc1ccc(S(=O)(=O)N2CCOC2CNC(=O)C(=O)NCc2ccco2)cc1` (centres undefined) gave Wnt bcat act 2, PvdQ acylase -3, CDK5 p35 inh -0.9, HTR5A ag ctr 2, V-ATPase pH 2, HTR5A inv ag -11, SR-BI HDL uptake -20 and dFosB act -8.
`CC1(C)OCC(C2CC(c3ccccc3)NS(=O)(=O)O2)O1` (centres undefined) gave Wnt bcat act 0, PvdQ acylase -1, CDK5 p35 inh -2.9, HTR5A ag ctr -2, V-ATPase pH -1, HTR5A inv ag -18, SR-BI HDL uptake 23, MITF act 8 and dFosB act 9.
For CN(NC(=O)/C=C/C(=O)O)c1ncc(C(F)(F)F)cc1Cl the results were PvdQ acylase -7, CDK5 p35 inh 0.2, HTR5A ag ctr -2, V-ATPase pH 1, HTR5A inv ag 5, SR-BI HDL uptake -11, MITF act 2, NSD2 HMT inh -3 and dFosB act -1.
Screening Cc1ccccc1OCC(=O)NC(=S)Nc1ccccc1N1CCN(S(C)(=O)=O)CC1 returned Wnt bcat act -1, PvdQ acylase -7, CDK5 p35 inh -0.4, HTR5A ag ctr 1, V-ATPase pH 0, HTR5A inv ag -2, SR-BI HDL uptake 33, MITF act -6, NSD2 HMT inh -1 and dFosB act -9.
Screening CCN(CC)CCNC(=O)c1cn(CC)c2ccc(S(=O)(=O)N3CCc4ccccc4C3)cc2c1=O returned Wnt bcat act -2, PvdQ acylase -10, CDK5 p35 inh 1.5, HTR5A ag ctr 0, V-ATPase pH 0, HTR5A inv ag -7, SR-BI HDL uptake -7, MITF act -3, NSD2 HMT inh 25 and dFosB act -13.
Cc1ccc(NC(=O)CSc2nc3[nH]ncc3c(=O)[nH]2)cc1Cl was read as Wnt bcat act 0, PvdQ acylase -10, CDK5 p35 inh -0.7, HTR5A ag ctr -3, V-ATPase pH -2, HTR5A inv ag 8, SR-BI HDL uptake -20, MITF act 3, NSD2 HMT inh 0 and dFosB act -5.
Screening CC(C)(C)c1cc(NC(=O)c2cccnc2)no1 returned PvdQ acylase -2, CDK5 p35 inh 3.8, HTR5A ag ctr 8, V-ATPase pH -5, HTR5A inv ag -27, SR-BI HDL uptake -10, MITF act 17, NSD2 HMT inh 1 and dFosB act -11.
`CONC(=O)Nc1ccccc1[N+](=O)[O-]` gave PvdQ acylase -5, CDK5 p35 inh -0.3, HTR5A ag ctr 1, V-ATPase pH 2, HTR5A inv ag 11, SR-BI HDL uptake -2, MITF act 6, NSD2 HMT inh 3 and dFosB act -10.
Screening O=C(OC1CSc2nc3ccccc3n2C1)c1ccco1 (centres undefined) returned Wnt bcat act -3, PvdQ acylase -12, CDK5 p35 inh -2.0, HTR5A ag ctr 1, V-ATPase pH 0, HTR5A inv ag -2, SR-BI HDL uptake -15, MITF act -2, NSD2 HMT inh 0 and dFosB act 3.
For Cc1cc(C)nc(NC(=O)/C=C/c2ccc(Cl)cc2Cl)c1 the results were PvdQ acylase -6, CDK5 p35 inh 0.6, HTR5A ag ctr -2, V-ATPase pH -3, HTR5A inv ag 6, SR-BI HDL uptake 7, MITF act 88*, NSD2 HMT inh 1 and dFosB act 7.
For O=C(NCc1cccs1)c1ccc(S(=O)(=O)N2CCCCC2)cc1 the results were Wnt bcat act -1, PvdQ acylase -22, CDK5 p35 inh -6.1, HTR5A ag ctr -1, V-ATPase pH 2, HTR5A inv ag -5, SR-BI HDL uptake 18, MITF act -1, NSD2 HMT inh -12 and dFosB act 2.
`COc1ccc(NC(=O)c2ccccc2N(Cc2ccccc2)S(C)(=O)=O)cc1` gave Wnt bcat act -1, PvdQ acylase -5, CDK5 p35 inh -1.5, HTR5A ag ctr 4, V-ATPase pH -2, HTR5A inv ag 6, SR-BI HDL uptake -8, MITF act 16, NSD2 HMT inh 2 and dFosB act -8.
For CCOc1ccc2nc(NC(=O)C(CCSC)NS(=O)(=O)c3cccs3)sc2c1 (centres undefined) the results were PvdQ acylase 5, CDK5 p35 inh -0.4, HTR5A ag ctr 8, V-ATPase pH 6, HTR5A inv ag -18, SR-BI HDL uptake 8, MITF act 19, NSD2 HMT inh 2 and dFosB act -1.

Bioassay records deposited in PubChem BioAssay by several laboratories.
